# hERG WT inh: inhibitors of human wildtype KCNH2 potassium channel. Q12809. U2OS, BacMam KCNH2, thallium flux FluxOr; active compounds read low. activity change, % at 1.84 µM. 0.37% of 340,000 active;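 active means maximum activity change below -70%; inconclusive means maximum activity change between -70% and -50%; inactive means maximum activity change above -50%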; further: on the % scale 0 is the no-effect control and ±100 the full control effect
#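 U2OS cells were transduced with wild-type KCNH2 virus (2.03 x 10^8 / mL) for 4 h at room temperature, then cultured overnight at 37 C. Thallium flux was read with FluxOr dye. Rate constants were normalized to DMSO controls.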
# KCNH2 3.1 block: blocks the human KCNH2 3.1 channel isoform; U2OS KCNH2 3.1, thallium flux FluxOr; active compounds read low; activity change, % (tested at about 1.8 µM); 0.95% of 340,000 active; AID 720553;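 active means maximum activity change below -70%; inconclusive means maximum activity change from -70% to -50%; inactive means maximum activity change above -50%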;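 further: thallium influx rate constant from kinetic fluorescence after stimulation buffer; on the % scale 0 is the no-effect control and ±100 the full control effect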
#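 Steps: virus added to U2OS suspension (4 h, RT, dark); medium with 10% FBS added, cells plated, 37 C overnight; FluxOr/Red40 loading buffer 45 min RT; stimulation buffer, 2 min kinetic read; rate constant normalized.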
# ELG1 repair inh: ELG1-dependent DNA repair inhibition; HEK293T ELG1-luciferase reporter, luminescence, 16 h; DNA damage induced by 5-fluorouridine; 2.3% of 330,000 active; Potency, µM (doses to about 46.1 µM), for the others: top-dose activity change, negative = inhibition, hits mostly inhibitors; further: potency means the concentration at half of the fitted maximal effect; on the % scale 0 is the no-effect control and ±100 the full control effect; nearly all actives have a fitted effect of over 55% in size
#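 Step one: seed 2,000 cells per well. Step two: pin-transfer compound or DMSO alongside 5-fluorouridine. Step three: incubate 16 hr, 37 °C, 5% CO2. Step four: add ONE-Glo, wait 30 min, read luminescence.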
# Eya2 phos inh: blocks the phosphatase activity of human Eya2; Potency, µM (series often up to 76.9 µM), for inactives: top-dose activity, negative = inhibition, usual class: inhibitors; 0.006% of 330,000 active; O00167; recombinant Eya2, OMFP fluorescence dephosphorylation (OMFP is methylfluorescein phosphate); further: potency means the concentration at half of the fitted maximal effect; on the % scale 0 is the no-effect control and ±100 the full control effect
#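 Eya2 (0.2 uM) preincubated 10 min at ambient with compound, then OMFP substrate added at 50 uM; 10 min reaction in 50 mM HEPES pH 7.5, 50 mM NaCl, 5 uM MgCl2, 0.05% BSA, 1 mM DTT. Fluorescence read at Ex 485/Em 525 nm.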
# Mito fusion act: mitochondrial division inhibition or fusion activation | S. cerevisiae fusion-defective mutant growth rescue, CellTiterGlo 48 h | Potency, µM (highest dose often 46.1 µM), without a hit: at the highest dose growth rescue (activation), hits mostly activators | 0.23% of 320,000 active;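 further: potency means the concentration at half of the fitted maximal effect; % of control where 0% means no effect; nearly all actives have a fitted effect of over 45% in size; temperature-sensitive fusion mutants such as fzo1-1 at 37 °C on non-fermentable ethanol glycerol medium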
#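 Luminescent cell viability in 1536-well qHTS format served as the measure of rescued growth in ts fusion-mutant S. cerevisiae cultured on non-fermentable YPEG for 48 hours at 37C.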
# USP2a block: blocks human ubiquitin-specific protease USP2a; O75604; USP2 core, Ub-CHOP2 coupled fluorogenic reporter, 485/531; Potency, µM (highest dose often 38.3 µM), for the others: top-dose activity change, negative = inhibition, hits mostly inhibitors; 0.01% of 330,000 active; AID 463254;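 further: potency means the concentration at half of the fitted maximal effect; plate controls were DMSO wells for no effect and full inhibition by NEM control for full effect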
#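 Deubiquitinase activity read as fluorescence (485/531 nm) after Ub-CHOP2 cleavage activates the enterokinase reporter on its substrate; USP2 core 10nM, Ub-CHOP2 and substrate 25nM each, 30min compound preincubation then 60min RT; data normalized to NEM, curves fitted.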
# TCR activator: activators of T cell receptors. primary human leukocytes, anti-CD3, IL-2 HTRF, 48 h. Potency, µM (doses to about 9.22 µM), for inactives: top-dose activation of IL-2 secretion, usual class: activators. 330,000 tested, under 10 active. AID 504894; further: % of control where 0% means no effect
#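 Compounds are tested in HTS on primary human leukocytes co-incubated with a-CD3 beads for 48 hr. IL-2 output is measured by time-resolved FRET.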
# TRPV1 agonist: human TRPV1 agonism. Q8NER1. TRPV1-expressing cells, Fluo-8 calcium influx, agonist mode. activation, % at 8.33 µM. 0.19% of 320,000 active. AID 540275; in the data active means activation above about 80%; inconclusive means between about 30% and that limit; further: 0% is about no effect
#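 Fluo-8 calcium influx in TRPV1-expressing cells, kinetic read (ex 480/em 520 nm). Compound added and read 3 min for agonist activity, followed by capsaicin at EC20 final and 2 min further read for enhancement.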
# TSHR antagonist: antagonists of human thyroid stimulating hormone receptor | P16473 | TSHR-expressing cells, TSH-stimulated cAMP HTRF, 2 h; active compounds read low | activity change, negative = inhibition, % at 11.5 µM | 0.2% of 330,000 active;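 active means activity change below a set negative limit, meaning inhibition stronger than a set level, cut at about -70% in these data; inconclusive means activity change between two set negative limits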; further: on the % scale 0 is the no-effect control and ±100 the full control effect
# Target sequence (P16473 whole entry, looked up): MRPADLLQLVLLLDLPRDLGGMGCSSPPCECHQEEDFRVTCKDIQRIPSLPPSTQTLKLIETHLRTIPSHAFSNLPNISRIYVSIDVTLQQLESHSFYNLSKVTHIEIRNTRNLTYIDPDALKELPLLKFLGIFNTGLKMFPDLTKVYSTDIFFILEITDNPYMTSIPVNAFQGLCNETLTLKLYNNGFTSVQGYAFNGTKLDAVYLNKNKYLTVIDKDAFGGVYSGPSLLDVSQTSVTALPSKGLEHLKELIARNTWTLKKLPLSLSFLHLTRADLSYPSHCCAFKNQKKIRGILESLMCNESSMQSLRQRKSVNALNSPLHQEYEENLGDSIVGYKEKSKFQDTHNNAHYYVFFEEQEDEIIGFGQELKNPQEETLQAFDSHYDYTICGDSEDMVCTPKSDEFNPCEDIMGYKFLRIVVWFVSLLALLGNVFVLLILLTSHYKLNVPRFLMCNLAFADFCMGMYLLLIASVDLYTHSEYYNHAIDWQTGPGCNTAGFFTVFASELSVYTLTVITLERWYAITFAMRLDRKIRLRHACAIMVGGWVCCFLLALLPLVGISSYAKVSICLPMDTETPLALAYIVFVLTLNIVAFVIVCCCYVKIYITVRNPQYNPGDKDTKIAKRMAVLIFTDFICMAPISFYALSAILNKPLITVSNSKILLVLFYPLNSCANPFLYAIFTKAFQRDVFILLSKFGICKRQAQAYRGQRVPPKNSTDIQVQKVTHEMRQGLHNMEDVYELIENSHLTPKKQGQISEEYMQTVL
#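 Competitive HTRF cAMP read-out (cryptate anti-cAMP antibody, cAMP-d2; 30 min, room temperature) in freshly harvested TSHR cells. Compounds added before TSH at EC80 (4nM final), followed by 2 hours' incubation at 37 deg C.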
# A-T KAP1 phos: potential ataxia-telangiectasia treatment; […] A-T fibroblasts, KAP-1 phosphorylation AlphaLISA; neocarzinostatin DNA damage 30 min before lysis; Potency, µM (doses to about 57.5 µM), inactives show top-dose activation, usual class: activators; 0.19% of 320,000 active; AID 485349; further: potency means the concentration at half of the fitted maximal effect; % of control where 0% means no effect; nearly all actives have a fitted effect of over 45% in size
#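 hTERT-immortalized A-T patient fibroblasts ([…]), 500 cells/well in OPTI-MEM, 1% FBS, got compounds for 60 min, then NCS for 30 min at 37C. Lysates were then assayed for phospho-KAP-1 by AlphaLISA (anti-pKAP1 donor, anti-KAP1 acceptor beads), 6 hr at 25C.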
# The depositor's hits bear a star; ? = inconclusive; · = no result given; [ ] = remark or other dose. Unless noted, the call rests on the fitted dose curve; in most records, active means well fitted curve in the direction sought with a large enough effect; inconclusive means small, poorly fitted or top-dose-only effect, or another doubt; inactive means no such curve, though single readings can be large; an effect the other way counts as inactive or inconclusive. Only part of the results is shown; rates above refer to the full screens.
SMILES,hERG WT inh,KCNH2 3.1 block,ELG1 repair inh,Eya2 phos inh,Mito fusion act,USP2a block,TCR activator,TRPV1 agonist,TSHR antagonist,A-T KAP1 phos
CC(=O)c1sc(NC(=O)c2cnc(Cl)c(Cl)c2)nc1C,-19,-16,?,15%,?,2%,-2%,0,-21,-1%
Cc1ccc(C(=O)N/C(=C\c2cn(S(=O)(=O)N(C)C)c3ccccc23)C(=O)N2CCCC2)cc1,0,-15,-2%,-10%,-7%,4%,-3%,1,-16,1%
Cc1ccc(Cl)cc1NS(=O)(=O)c1cn(C)nc1C,-14,-14,1%,-11%,4%,-1%,-2%,-6,7,-30%
C=CCNc1nc(=S)[nH]c2cc(OC)c(OC)cc12,6,1,7%,3%,-2%,1%,·,-7,2,-3%
CC(=O)Nc1ccc(-c2csc(NC(=O)C3CC(=O)N(c4ccc5c(c4)OCCO5)C3)n2)cc1 (configuration not stated),-11,0,?,8%,-3%,2%,8%,-1,-4,-9%
Cc1ccc2[nH]c3c(c2c1)CNCC3,-5,-2,-1%,-4%,-5%,3%,1%,-1,-3,-23%
Cc1cc(OCC(=O)Nc2cccc(S(=O)(=O)NC3=NCCCCC3)c2)ccc1Cl,4,-3,-17%,-2%,-4%,-1%,0%[46.1 µM],10,-5,6%
CCC(=O)N(Cc1cc(=O)[nH]c2ccccc12)c1ccccc1C,-2,19,0%,-10%,4%,2%,6%,-1,2,-9%
CC(C)(C)C(=O)CSc1ccc(S(=O)(=O)N2CCN(Cc3ccccc3)CC2)cn1,-11,-10,6%,-10%,7%,1%,2%,11,-2,1%
Cc1c(Cl)cccc1NC(=O)Cn1c(CCC(=O)O)ccc1-c1ccccc1,-23,-21,-10%,15%,5%,3%,6%,-3,1,5%
CCOc1ccc(CN(C)C(=O)[C@H](C)NC(=O)c2ccco2)cc1OC,0,4,-4%,11%,-2%,2%,1%,-1,-2,-11%
Cc1nn(CC(=O)NCCCc2ccccc2)c(=O)c2cccn12,1,12,8%,-9%,13%,2%,3%,0,2,-14%
O=C(COC(=O)C1CC1)Nc1ccc(Oc2ccccc2)cc1,-2,-19,10%,11%[15.4 µM],-7%,1%,-1%,?,-16,0%
Cc1ccccc1C(=O)NC(CC(C)C)C(=O)NCC(C)(C)N1CCOCC1 (configuration not stated),-14,-4,13%,1%,·,2%,5%,·,-6,-7%
Nc1cc(S(=O)(=O)Nc2ccccc2Cl)ccc1N1CCCCC1,2,8,8%,-1%,·,-1%,2%,·,-9,3%
CCCCNC(=O)CCC(=O)NNc1nc2ccccc2c2nc(C)nn12,-4,19,1%,2%,0%,2%,-4%[46.1 µM],1,-7,·
O=C(O)CC(c1cccc(O)c1)N1Cc2ccccc2C1=O (configuration not stated),-2,16,1%,6%,-7%,9%,-1%,-1,0,-11%
CC1=NN(C(C#N)c2c(C)nn(Cc3ccccc3)c2C)C(C)(C)C1 (configuration not stated),-3,-3,-3%,13%,3%,1%,-5%,0,-3,1%
COc1ccccc1OCCn1cc(C#N)c2ccccc21,0,-1,9%,-5%,3%,-2%,10%[46.1 µM],20,2,4%
Cc1noc(NS(=O)(=O)c2ccc(NC(=O)C34CCC(CC3)C4)cc2)c1C,23,17,3%,6%,0%,0%,3%,1,8,-7%
CN(CC(=O)Nc1cccc(F)c1)C(=O)c1ccc(N2CCCC2)c([N+](=O)[O-])c1,0,-11,?,-27%,1%,3%,3%,19,23,-15%
Cc1ccc(-n2ncc3c(=O)[nH]c(SCC(=O)NCC4CCCO4)nc32)cc1 (configuration not stated),4,10,2%,8%,·,-2%,-2%,·,-10,7%
O=C1C2CCCN2C(c2cccc(Br)c2)N1c1ccc(F)cc1 (configuration not stated),4,7,2%,-22%,-1%,-7%,5%,22,3,16%
O=c1cc(CNc2cc(Cl)ccc2Cl)nc2sccn12,-1,1,?,-2%,26%,3%,0%[46.1 µM],-4,13,14%
Clc1ccc(OCc2nnnn2-c2ccccc2)cc1,22,-24,10%,1%,4%,-2%,-9%[46.1 µM],7,8,-4%
c1ccc(-n2ncc3c(NCc4ccc5c(c4)OCO5)ncnc32)cc1,20,-11,25%,2%,7%,-1%,2%[46.1 µM],0,-10,0%
CCOc1nc(Nc2ccc(OC)cc2)nc(OCC)n1,-1,10,-19%,?,-5%,-5%,-2%,?,14,3%
O=C(COC(=O)CCc1nc2ccccc2n1-c1ccccc1)Nc1ccc(N2CCCCC2)cc1,2,-2,15%,-1%,1%,-1%,-5%[46.1 µM],-1,6,-4%
O=C(CC1C(=O)NCCN1Cc1ccc(-c2ccccc2)cc1)NCCOc1cccnc1 (configuration not stated),-1,7,?,14%,0%,-2%,-5%,1,-13,3%
Cc1ccc2[nH]nc(C(=O)N3CCCC(C(=O)c4ccc(Cl)cc4)C3)c2c1 (configuration not stated),1,-4,?,11%,10%,-1%,-2%,20,-13,0%
NC(=O)c1ccc(NC(=O)COC(=O)CCN=C2NS(=O)(=O)c3ccccc32)cc1,-5,1,19%,-10%,-5%,0%,-2%,-1,-9,0%
Cc1cc(C)n(-c2ccc(C(=O)OCC(=O)Nc3ccc(S(N)(=O)=O)cc3)cc2)n1,-4,2,-25%,-2%,·,0%,-1%[46.1 µM],·,12,-20%
O=C(NCC1CCCO1)Nc1ccc2c(c1)OCO2 (configuration not stated),-3,3,?,2%,5%,-1%,-8%,0,-5,1%
Cc1cccc(CC(=O)N2CCN(C(=O)c3ccco3)CC2)c1,-8,19,4%,8%,1%,3%,-9%,3,-15,4%
CCCCOc1cccc(C(=O)N(Cc2ccco2)C2CCS(=O)(=O)C2)c1 (configuration not stated),-1,2,?,13%,11%,0%,0%,0,-1,4%
COc1ccc(-c2noc(CCC(=O)NC3CCCCC3)n2)cc1,11,36,3%,15%,8%,-2%,-5%,5,-3,-1%
O=C(c1cc2ccccc2oc1=O)N(Cc1ccc2c(c1)OCO2)Cc1ccco1,4,-1,-5%,-13%,10%,-2%,1%,6,-13,11%
COC(=O)CCNC(=O)CCc1ccc(S(=O)(=O)N2CCCCCC2)cc1,3,-2,1%,18%,-7%,0%,-10%,4,-2,7%
Cc1cc(C)cc(NC(=O)CSc2nc3nc(C)cc(C)n3n2)c1,8,2,2%,3%,3%,2%,7%,2,-10,2%
COc1cccc(N2CCN(S(=O)(=O)c3cc4c(cc3Cl)NC(=O)CO4)CC2)c1,-1,-3,16%,-18%,0%,1%,-4%,7,-3,-4%
Cn1cccc1CC(=O)N/N=C/c1ccc(Cl)cc1,-2,3,?,-8%,-1%,0%,9%,9,-2,-6%
CCCS(=O)(=O)c1c(S(=O)(=O)CCC)c2ccc(C(N)=O)cn2c1C(=O)c1ccc(F)cc1,-6,-26,-6%,4%,-2%,1%,·,2,9,-1%
CC(=O)NCc1ccc(C(=O)CCl)s1,10,0,?,11%,30%,1%,0%,-2,7,0%
Cc1nc2ncccn2c1-c1csc(Nc2ccc(S(N)(=O)=O)cc2)n1,7,35,?,-9%,1%,1%,1%,-1,-1,6%
COCCC1CCCCN1C(=O)c1cccc(OC2CCN(S(C)(=O)=O)CC2)c1 (configuration not stated),-4,-6,1%,5%,3%,3%,-2%,-3,1,-12%
Cc1cc(OCc2cn3cccnc3n2)ccc1Cl,9,-10,?,3%,1%,0%,-3%[46.1 µM],-5,2,·
Cc1cc(NC(=O)CCN2C(=O)C3C4C=CC(C4)C3C2=O)c2ccccc2n1 (configuration not stated),-133*,-138*,?,9%,-2%,1%,-5%,-1,0,4%
O=C(NC(Cc1ccccc1)C(=O)O)/C(=C\c1ccco1)NC(=O)c1ccc(Br)cc1 (configuration not stated),-18,13,13%,14%,-1%,1%,-6%,12,16,-10%
S=C(NCC1CC1)N/N=C/c1ccccc1Cl,-4,0,-5%,11%,-7%,9%,12%,6,-5,0%

# Single records (already shown). Order of screens: hERG WT inh, KCNH2 3.1 block, ELG1 repair inh, Eya2 phos inh, Mito fusion act, USP2a block, TCR activator, TRPV1 agonist, TSHR antagonist, A-T KAP1 phos
# Cc1cc(NC(=O)CCN2C(=O)C3C4C=CC(C4)C3C2=O)c2ccccc2n1 (configuration not stated) across the screens: -133*, -138*, ?, 9%, -2%, 1%, -5%, -1, 0, 4%
# O=C(NC(Cc1ccccc1)C(=O)O)/C(=C\c1ccco1)NC(=O)c1ccc(Br)cc1 (configuration not stated) across the screens: -18, 13, 13%, 14%, -1%, 1%, -6%, 12, 16, -10%
# Cc1cc(OCc2cn3cccnc3n2)ccc1Cl across the screens: 9, -10, ?, 3%, 1%, 0%, -3%[46.1 µM], -5, 2, ·
# S=C(NCC1CC1)N/N=C/c1ccccc1Cl across the screens: -4, 0, -5%, 11%, -7%, 9%, 12%, 6, -5, 0%
